AGP1 TOR yeast: modulators of AGP1-GFP expression in yeast TOR pathway, primary screen, cell-based, multiplex flow cytometry, S. cerevisiae, MLPCN library; 3 h; GFP as percent of DMSO wells; GFP response vs DMSO, % at 10 µM; hit rate 0.02% among 320,000; AID 2066, 2009;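 active = GFP response relative to DMSO above a set limit, near screen average plus 3 SD, cut at about 150% in these data; inconclusive = fewer than 70 cells counted for the yeast strain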;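 also: median GFP channel fluorescence of the gated AGP1 strain per well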
VLA-4 inh: inhibition in human VLA-4 binding assay, primary screen, VLA-4 allosteric modulator project, MLPCN library, flow cytometry, VLA-4 expressing cells; Integrin alpha-4 (Homo sapiens), P13612; ligand binding flow cytometry; inhibition, % (about 7 µM as worked out from the volumes in the protocol); hit rate 0.2% among 330,000; AID 2557, 2010; in the data active = inhibition above about 50%
GRK2 aptamer HTS: compounds blocking aptamer binding on GRK2 – biochemical, human GRK2, bead flow cytometry, HTS, primary screen; Beta-adrenergic receptor kinase 1 (Homo sapiens), P25098; FAM-aptamer displacement from GRK2; inhibition of aptamer binding, % at 10 µM; hit rate 0.59% among 330,000;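 active = inhibition of aptamer binding above 40%, roughly 3 SD of noise, on plates passing a quality check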;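 also: median bead fluorescence of bound FAM aptamer so fluorescent compounds give negative values; no value below 0 was filed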
MCL1-BIM inh: inhibitors of MCL1 binding to BIM-BH3, primary screen, biochemical, fluorescence polarization. inhibition, % at 10.9 µM. Induced myeloid leukemia cell differentiation protein Mcl-1 (Homo sapiens), Q07820. GST-MCL1 / FITC-Bim-BH3 fluorescence polarization. hit rate 0.68% among 320,000;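 active = inhibition above the mean inhibition of all tested compounds plus 3 SD, set per campaign, cut at about 40% in these data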;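 also: 0% = DMSO wells and 100% = unlabeled Bim-BH3 peptide control; higher means more loss of mP so more displacement of Bim peptide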
CIT2-GFP yeast: modulators of CIT2-GFP expression in yeast, primary screen, S. cerevisiae, GFP fusion, multiplex flow cytometry, MLPCN library. AID 2029, 2009. GFP response vs DMSO, % at 10 µM. hit rate 0.065% among 320,000. S. cerevisiae CIT2-GFP strain, 3 h; 100 means same as DMSO wells;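 active = GFP response relative to DMSO above a set limit, near the screen mean plus 3 SD, cut at about 150% in these data; inconclusive = Fewer than 70 cells measured for a yeast strain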;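 also: ratio of well median GFP fluorescence to mean of DMSO wells on the plate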
MEX-5 binding: MEX-5 zinc finger RNA-binding disruptors – biochemical, C. elegans, fluorescence polarization, MLPCN library, primary screen; Zinc finger protein mex-5 (Caenorhabditis elegans), Q9XUB2; MEX-5/FITC-TCR2 RNA binding; stronger effect = lower value; activity score (negative = inhibition of binding), % at 10 µM; hit rate 0.38% among 300,000;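 active = inhibition past about -25% in most replicates, and total fluorescence under double the plate's negative control median, limit read from the data; inconclusive = replicates evenly split on the limit, or fluorescence at least double controls; inactive = too little inhibition in most replicates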;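 also: 0% = DMSO and -100% = 5 µM competing unlabeled TCR2 RNA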
Target sequence (Q9XUB2 whole entry, looked up): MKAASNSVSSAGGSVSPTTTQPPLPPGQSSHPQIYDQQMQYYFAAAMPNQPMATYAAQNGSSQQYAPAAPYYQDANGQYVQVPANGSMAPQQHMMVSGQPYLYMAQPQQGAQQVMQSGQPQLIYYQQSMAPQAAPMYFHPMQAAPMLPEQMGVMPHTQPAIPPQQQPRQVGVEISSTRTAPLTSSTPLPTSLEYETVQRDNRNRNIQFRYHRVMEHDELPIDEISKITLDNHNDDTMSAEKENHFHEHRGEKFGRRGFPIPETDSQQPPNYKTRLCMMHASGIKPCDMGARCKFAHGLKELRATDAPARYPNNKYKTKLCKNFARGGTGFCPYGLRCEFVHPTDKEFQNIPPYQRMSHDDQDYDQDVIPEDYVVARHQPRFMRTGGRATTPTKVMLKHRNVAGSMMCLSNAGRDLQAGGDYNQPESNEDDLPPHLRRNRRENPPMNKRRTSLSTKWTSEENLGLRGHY
BCLXL inh: inhibitors of human Bcl-xL, primary screen, biochemical, fluorescence polarization, HTS. Bcl-2-like protein 1 (Homo sapiens), Q07817. inhibition, % at 10.9 µM. hit rate 0.7% among 320,000. GST-Bcl-xL / FITC-Bim BH3 peptide fluorescence polarization;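 active = inhibition above the mean of all tested compounds plus 3 SD, cutoff set per campaign, cut at about 30% in these data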;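 also: 0% = DMSO wells and 100% = unlabeled Bim-BH3 peptide competitor; inhibitors lower millipolarization by displacing the labeled peptide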
CR mimetic SO: reduction of superoxide in aged yeast, primary screen, HTS; hit rate 0.18% among 330,000; S. cerevisiae aged cells, superoxide DHE fluorescence; stronger effect = lower value; AID 2690, 2010; superoxide response (% of plate mean), % at 10 µM;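 active = superoxide response under a set limit, about three screen SD below normal, cut at about 65% in these data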;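 also: yeast aged for seven days with compound at 30 °C before DHE staining; 100% = average MFI of all compound-treated wells on the plate with controls excluded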
GLD-1 TGE inh: GLD-1/TGE RNA complex disruptors, primary screen, biochemical, fluorescence polarization. inhibition, % at 5.96 µM. hit rate 0.44% among 320,000. AID 2280, 2010. purified GLD-1 + fluorescein TGE RNA;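 active = percent inhibition above a per-plate cutoff, the plate mean of test compounds plus 3 SD, cut at about 30% in these data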;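 also: 0% = DMSO wells with GLD-1 and probe and 100% = wells lacking GLD-1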
Target sequence (Q17339 whole entry, looked up): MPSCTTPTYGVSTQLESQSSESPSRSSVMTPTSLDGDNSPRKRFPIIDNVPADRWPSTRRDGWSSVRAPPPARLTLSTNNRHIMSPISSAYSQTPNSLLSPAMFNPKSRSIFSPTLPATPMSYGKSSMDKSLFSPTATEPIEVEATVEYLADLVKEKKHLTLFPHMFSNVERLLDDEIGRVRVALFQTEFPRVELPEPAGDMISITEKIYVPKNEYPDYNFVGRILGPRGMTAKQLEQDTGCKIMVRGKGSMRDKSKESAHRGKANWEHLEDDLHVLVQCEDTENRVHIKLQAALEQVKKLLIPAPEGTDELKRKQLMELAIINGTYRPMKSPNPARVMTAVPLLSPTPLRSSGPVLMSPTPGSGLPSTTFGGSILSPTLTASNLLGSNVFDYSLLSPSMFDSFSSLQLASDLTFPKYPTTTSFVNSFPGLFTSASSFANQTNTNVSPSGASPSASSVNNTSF
Active calls of the source: *; ? = inconclusive; . = no result given; [ ] = another dose, or the depositor's remark.

SMILES	AGP1 TOR yeast	VLA-4 inh	GRK2 aptamer HTS	MCL1-BIM inh	CIT2-GFP yeast	MEX-5 binding	BCLXL inh	CR mimetic SO	GLD-1 TGE inh
COc1ccc(NC(=O)CSc2nncs2)cc1S(N)(=O)=O	99	35	1	-2	102	0.6	-3	104	1
CN(C)c1ccc(C(=O)/C=C/c2ccccc2)cc1	96	-5	1	2	100	-1.3	4	74	-1
COC(=O)c1ccc(N2CCN(C)CC2)c(NC(=O)c2cc3ccccc3o2)c1	91	4	2	-3	83	-1.0	5	108	8
COc1ccc(OC)c(CN2CCC(C(=O)N(C)CCc3ccc(OC)c(OC)c3)CC2)c1	99	24	0	-1	98	2.6	7	93	0
O=C(CN(c1ccccc1F)S(=O)(=O)c1ccccc1)Nc1ccccc1C(=O)N1CCOCC1	96	7	0	-4	91	0.9	1	100	-4
CCC(=O)Nc1ccc(-c2nnc(-c3ccccc3)o2)cc1	102	-6	0	3	96	0.6	5	94	8
COc1cccc(C2CC(c3cccs3)=NN2S(C)(=O)=O)c1OC (centres undefined)	106	-88	0	-1	97	1.8	0	108	2
COC(=O)/C=C/C(=O)Nc1cccnc1	84	4	1	1	89	-0.5	3	101	4
COc1ccc(Cn2cccc(NC(=O)Nc3cccc(OC)c3)c2=O)cc1	113	7	3	-3	107	-1.4	0	108	6
N/C(=N\OC(=O)COc1ccc2ccccc2c1)c1cccnc1	84	8	5	3	90	0.8	0	107	-1
Cc1cc(C)c(NC(=O)CSc2nc3ccc(NC(=O)CSc4nnnn4Cc4ccccc4)cc3s2)c(C)c1	103	33	0	-9	111	-1.9	-6	104	-2
CCOc1ccc(OCC)c(NC(=O)CC2Oc3ccccc3NC2=O)c1 (centres undefined)	102	11	0	2	100	-0.4	7	95	1
O=C(Nc1ccc(Br)cc1)c1ccc2ncsc2c1	96	-9	1	-10	91	-0.1	-2	90	1
COc1cccc(C(=O)/C=C/Nc2ccc(S(=O)(=O)Nc3onc(C)c3C)cc2)c1	91	19	2	6	88	-4.4	9	109	3
O=C(NCc1ccccc1)C1CCCN(C(=O)Nc2ccccc2)C1 (centres undefined)	100	75*	4	-5	92	-0.3	-3	89	-12
CCc1nnc(NC(=O)c2nn(-c3ccccc3)nc2C)s1	94	-3	1	13	97	-3.0	6	102	1
O=C(O)C1CCCN(S(=O)(=O)c2ccc(Br)cc2)C1 (centres undefined)	101	2	1	-5	103	1.0	-2	114	0
CC1CCCCC1Nc1nc2ccc(Cl)cc2n2cnnc12 (centres undefined)	106	21	0	3	103	8.8	2	109	4
O=c1c2oc3ccccc3c2ncn1Cc1cccc(Cl)c1	98	-1	0	-5	91	1.4	0	94	-1
COc1ccc(CC(=O)OCC(=O)N2CCCc3ccccc32)cc1	103	7	2	5	96	-0.5	2	102	3
COc1ccc(NC(=O)Cn2c(=O)n(-c3ccccc3)c(=O)c3sccc32)c(OC)c1	98	3	0	-1	100	1.7	4	89	-4
CCCCCOC(=O)Cn1c(=O)c2c(nc(N3CCOCC3)n2C)n(C)c1=O	99	7	1	-2	99	1.5	1	147	0
O=C(CN1C(=O)COc2ccccc21)NCCCN1CCOCC1	104	5	0	-3	109	-2.5	2	97	-5
COc1cc(OC)c(NS(=O)(=O)c2ccc(Cl)c(C(=O)OC(C)C(=O)N3CCCC3)c2)cc1Cl (centres undefined)	97	16	0	9	100	1.8	0	100	3
O=C(Cc1ccc(Cl)cc1Cl)Nc1ccncc1	101	1	2	10	110	-0.1	6	94	-1
CCOC(=O)c1c(C)n(C)c2cc(OCCN(CC)CC)ccc12	115	3	2	-4	102	2.7	-2	97	4
CCCCCCCc1nc2sc3c(c2c(=O)n1N)CC(C)(C)OC3	92	8	0	2	106	-1.4	10	120	-1
Cc1ccc(CC2CC(=O)N(c3nc(C)cc(C)n3)C2=O)cc1 (centres undefined)	118	0	4	-9	104	0.7	-10	113	-4
CSc1cccc(CNC(=O)C2CCC(=O)N(CC3CCCCC3)C2)c1 (centres undefined)	96	-8	0	5	98	0.7	0	95	4
COc1cccc(N2CCN(C3CCCC(C)C3)CC2)c1 (centres undefined)	96	13	0	10	98	2.5	5	95	8
CCOC(=O)C(=O)Nc1cc(C)on1	94	0	2	7	98	-0.4	3	111	-2
O=C(NCCC1=CCCCC1)C1CCN(C(=O)Nc2ccccc2)CC1	100	12	0	15	99	1.2	6	106	4
Cc1c(C(=O)N2CCC(N3CCSCC3)CC2)oc2c(F)cccc12	111	1	0	-4	100	-0.5	-1	93	0
COc1ccc(CC2(CO)CCN(Cc3cnn(C)c3C)CC2)cc1	?	17	0	0	?	-0.2	7	94	6
COCC(=O)N(Cc1cc2cc(OC)ccc2[nH]c1=O)c1ccccc1	100	3	0	-2	97	-0.8	-3	105	-10
CCCNC(=O)c1ccccc1N1CCN(CCCCN2C(=O)C3CCCCN3C2=O)CC1 (centres undefined)	95	8	.	6	107	-0.1	9	99	4
CCOC(=O)N1CCN(Cc2nc3cc(NC(=O)CC(C)C)ccc3n2CC)CC1	100	51*	2	-4	104	-2.0	-1	123	-3
Cc1ccc(Cl)cc1N1CCN(C(=O)c2ccc(CN3CCOCC3)cc2)CC1	104	-2	5	4	97	-0.2	8	98	-5
O=C(Cc1ccc(Cl)cc1)c1c[nH]c(C(=O)NCCCN2CCOCC2)c1	89	-12	0	-1	91	0.9	0	93	6
O=C(O)Cn1nc(-c2ccccc2)cc1-c1ccccc1	97	14	2	-3	100	-0.8	1	103	1
O=C(Nn1c(-c2ccc(F)cc2)nc2ccccc2c1=O)c1cccnc1	98	4	5	-1	93	-0.6	2	112	0
COc1ccc(C(C)NC(=O)C2CCCO2)cc1OC (centres undefined)	107	13	0	4	94	-0.8	-4	109	2
CC(C)c1ccc(CN(C)CC(O)c2ccccc2)cc1 (centres undefined)	99	16	0	-3	96	.	-2	100	3
OC[C@H]1O[C@@H](O[C@@H]2[C@@H](CO)O[C@@](O)(CO)[C@H]2O)[C@H](O)[C@@H](O)[C@H]1O	92	-7	0	-1	90	-0.5	3	107	-2
COc1ccc(S(=O)(=O)NCCCn2ccnc2)cc1Cl	106	5	0	-4	103	-1.8	-2	102	-5
CCn1cc(/C=C(\NC(=O)c2ccc(OC)c(OC)c2)C(=O)NCCCO)c2ccccc21	99	8	0	-3	92	1.3	1	90	-7
CCS(=O)(=O)Nc1cc2c3c(c1)CCC(=O)N3CCC2	102	-1	1	4	92	-2.9	4	119	-1
COc1cc(C(=O)NCc2ccncc2)cc(OC)c1OC	92	10	4	0	89	-0.5	4	99	0
COc1ccccc1N(Cc1ccccc1)S(=O)(=O)c1cccc(C(=O)Nc2ccccn2)c1	107[may fluoresce green]	12	1	-4	99[may fluoresce green]	-1.3	5	97	3
CCc1ccc(NC(=O)COC(=O)c2cccs2)cc1	88	-19	1	5	90	-1.1	9	94	0
CC1CCN(C(=O)c2cccc(S(=O)(=O)N3CCN(c4ccccc4)CC3)c2)CC1	104	-1	1	-3	105	0.8	0	102	-3
O=C1NC(Cc2ccccc2)c2nc3cc(Cl)ccc3c(=O)n2-c2ccccc21 (centres undefined)	103	8	6	.	99	.	.	98	-4
O=C(OCc1cnc(Cl)s1)c1ccccc1Cl	75	7	2	4	84	.	5	95	-5
Cc1ccc(NC(=O)CN2CCOCC2)cc1Cl	115	3	0	-2	114	-1.7	4	91	-4
COc1ccccc1NC(=O)N1CCCC1C(=O)NCc1ccccc1 (centres undefined)	106	23	0	6	102	1.4	8	106	1
O=C(COC(=O)/C=C/c1cccc(C(F)(F)F)c1)NCc1ccco1	106	10	0	-4	121	3.5	0	98	-3
CC(C)(CC(=O)O)CC(=O)Nc1ccc(Cl)c(Cl)c1	120	21	0	0	99	-1.9	6	116	0
CC(C)Sc1nc2c([nH]c3ccccc32)c(=O)n1C	105	-6	1	-12	106	1.3	-5	86	-6
CCN(CC)c1ccc2cc(C(N)=O)c(=N)oc2c1	94	-61	2	-47	94	?	-20	100	-81
Cc1cccn(Cc2c(Cl)cccc2Cl)c1=O	103	-3	2	4	88	3.9	4	85	2

Going on with the list:
SMILES	AGP1 TOR yeast	VLA-4 inh	GRK2 aptamer HTS	MCL1-BIM inh	CIT2-GFP yeast	MEX-5 binding	BCLXL inh	CR mimetic SO	GLD-1 TGE inh
COc1ccc(C(=O)/C=C/c2ccc(-c3ccccc3)cc2)cc1CSCC(=O)O	33	-1	5	.	101	-32*	.	117	.
COc1cc(C(c2nnnn2C2CCCC2)N2CCN(C(=O)c3ccco3)CC2)cc(OC)c1OC (centres undefined)	108	2	0	12	109	-2.4	7	93	-4
CN(C(=O)CSc1cccc[n+]1[O-])C1CCCCC1	94	1	0	.	101	.	.	88	6
NC(=O)c1ccccc1N/C=C/C(=O)c1ccc(Cl)cc1	96	-1	4	-10	.	-1.9	-3	103	-2
COc1ccc(C)cc1S(=O)(=O)N(C)CC(=O)NCc1ccco1	111	5	1	8	108	-0.8	10	117	5
Cc1ccc(S(=O)(=O)CCC#N)cc1	98	0	0	-3	98	1.7	-1	102	4
CSCC[C@H](NC(=O)CC(C)(C)C)c1nc2ccccc2[nH]1	.	5	4	2	105	-0.8	5	92	2
COc1ccc(/C=C(\NC(=O)c2ccco2)C(=O)Nc2ccc(C(C)=O)cc2)cc1	97	4	0	.	93	.	.	121	.
Cc1cccc(C(=O)Nc2cc(S(=O)(=O)N3CCOCC3)ccc2N2CCCCC2)c1	106	31	0	1	95	.	-7	99	-3
COc1ccc(Cn2nnnc2C(c2cc3cccc(C)c3[nH]c2=O)N2CCOCC2)cc1 (centres undefined)	99	8	5	6	95	-3.0	5	91	1
O=C(O)c1cccc(N/N=C/c2ccc(OC(F)(F)F)cc2)c1	96	-1	1	-16	110	-2.6	5	111	-5
O=C(Nc1ccc(S(=O)(=O)NC2CCCC2)cc1)c1cnccn1	103	10	6	3	93	0.9	7	88	-2
CC1(C)C(C=C(Cl)Cl)C1C(=O)N(Cc1ccccc1Cl)C1CCS(=O)(=O)C1 (centres undefined)	100	-13	4	8	95	1.3	7	102	7
Cc1ccsc1/C=N/NC(=O)c1ccc2c(c1)OCCO2	114	7	0	0	105	0.7	3	105	7
COc1ccc(C2/C(=C(\O)c3ccc4c(c3)OCCO4)C(=O)C(=O)N2c2nc(C)c(C(C)=O)s2)cc1 (centres undefined)	98	-1	11	-1	106	4.1	9	126	2
COc1ccccc1NC(=O)c1cc2c(=O)n(C)c3ccccc3c2n1C	88	0	1	-21	94	2.4	-16	110	-20
CN1CCN(Cc2nc3ccccc3c(=O)n2Cc2nc(-c3ccc4ccccc4c3)cs2)CC1	106	-27	0	1	96	0.8	5	89	-5
Cc1nc2cc3sc(C)nc3cc2s1	102	13	2	-9	100	-0.9	0	95	6
